# Bioassay records deposited in PubChem BioAssay by several laboratories.
# m-calpain inh – inhibitors of pig calpain II. actives 0.37% (n = 220,000). inhibition, % at 16 µM. purified calpain II, fluorogenic peptide substrate, 30 min;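 active = inhibition above about 50%, limit read from the data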
# Rad51 HR inh – Rad51 (human) homologous recombination inhibition; Q06609; hRad51 DNA strand exchange, fluorescence dequenching; inhibition, % at 10 µM; actives 0.085% (n = 200,000); AID 1385;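 active = inhibition above 40% at the single screening dose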;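 note: 0% = DMSO control wells and 100% = blanks with heterologous ssDNA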
# Target sequence (Q06609 whole entry, looked up): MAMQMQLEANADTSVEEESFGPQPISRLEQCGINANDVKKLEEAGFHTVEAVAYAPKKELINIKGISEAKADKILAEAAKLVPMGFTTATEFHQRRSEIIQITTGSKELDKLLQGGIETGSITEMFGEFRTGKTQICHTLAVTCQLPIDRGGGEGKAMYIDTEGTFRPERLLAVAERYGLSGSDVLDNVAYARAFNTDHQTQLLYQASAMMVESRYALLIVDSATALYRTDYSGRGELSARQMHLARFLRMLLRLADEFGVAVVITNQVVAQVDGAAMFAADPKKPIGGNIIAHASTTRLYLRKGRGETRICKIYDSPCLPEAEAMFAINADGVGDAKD
#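 System: human Rad51 nucleoprotein filaments preassembled on unlabelled ssDNA. Reagent: labelled 47-mer dsDNA for strand exchange. Schedule: 30-min compound preincubation and 15-min exchange, both room temperature. Measured by: FRET fluorescence dequenching, excitation 485 nm, emission 520 nm. Read-out: Fluorescence-based percent inhibition, control- and blank-normalised. Benchmarks: plate controls and plate blanks.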
# EP2 mod – modulates human prostaglandin E2 receptor EP2 signaling | actives 0.83% (n = 260,000) | EP2-expressing cells, cAMP HTRF FRET, PGE2 co-stimulation | induction, % at 25 µM;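 active = compounds whose cAMP rise, as percent of the full-agonist control response, exceeds 60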;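 note: rat C6 glioma line stably carrying human EP2 under a CMV promoter; the protocol text gives 20 µM as final concentration; 100% = response of wells given 1 µM PGE2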
# 14-3-3 Bad PPI – disrupts binding of bovine 14-3-3 zeta to phospho-Bad peptide | P63103 | TR-FRET 14-3-3zeta/Dy647-pBad peptide displacement, 1 h | inhibition, % at 21.7 µM | actives 0.71% (n = 220,000) | AID 781;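 active = inhibition above about 70%, limit read from the data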;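 note: 0% = full 14-3-3 plus peptide FRET controls and 100% = background without 14-3-3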
# Target sequence (P63103 whole entry, looked up): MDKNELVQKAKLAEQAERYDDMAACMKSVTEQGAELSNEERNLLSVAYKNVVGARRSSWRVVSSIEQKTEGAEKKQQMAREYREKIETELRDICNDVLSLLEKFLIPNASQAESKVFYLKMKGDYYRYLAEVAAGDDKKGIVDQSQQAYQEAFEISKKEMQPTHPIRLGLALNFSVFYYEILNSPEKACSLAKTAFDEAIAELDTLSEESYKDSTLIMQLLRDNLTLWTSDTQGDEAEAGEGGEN
# zVAD death inh – blocks zVAD induced death of L929 cells | actives 0.38% (n = 220,000) | L929 zVAD necroptosis rescue, ATP luminescence, 24 h; with zVAD 60 µM | viability rescue, % at 10 µM;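 active = activation, scaled between plate controls, above about 75%, limit read from the data; inactive = activation under that limit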;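 note: 0% = zVAD with DMSO and 100% = DMSO alone without zVAD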
# PGE2 EP2 inh – EP2 receptor (human) inhibition; inhibition, % at 25 µM; P43116; AID 1422; C6 glioma cells expressing human EP2, cAMP TR-FRET; cells stimulated with saturating PGE2; actives 0.52% (n = 260,000);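 active = percent inhibition above 40 after rounding to a whole number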;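 note: rat C6 glioma host cells with rolipram phosphodiesterase inhibitor present; the protocol text gives 20 µM as final concentration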
# Hck-Nef inh – human Hck-Nef kinase inhibition; actives 0.68% (n = 220,000); P08631; inhibition, % at 20 µM; Recombinant Hck-YEEI plus Nef, Z-Lyte FRET kinase assay;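 active = Hck-Nef kinase inhibition above about 50%, limit read from the data; inactive = inhibition below that limit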;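 note: 0% = DMSO with Hck plus Nef and 100% = Hck alone without Nef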
# Target sequence (P08631 whole entry, looked up): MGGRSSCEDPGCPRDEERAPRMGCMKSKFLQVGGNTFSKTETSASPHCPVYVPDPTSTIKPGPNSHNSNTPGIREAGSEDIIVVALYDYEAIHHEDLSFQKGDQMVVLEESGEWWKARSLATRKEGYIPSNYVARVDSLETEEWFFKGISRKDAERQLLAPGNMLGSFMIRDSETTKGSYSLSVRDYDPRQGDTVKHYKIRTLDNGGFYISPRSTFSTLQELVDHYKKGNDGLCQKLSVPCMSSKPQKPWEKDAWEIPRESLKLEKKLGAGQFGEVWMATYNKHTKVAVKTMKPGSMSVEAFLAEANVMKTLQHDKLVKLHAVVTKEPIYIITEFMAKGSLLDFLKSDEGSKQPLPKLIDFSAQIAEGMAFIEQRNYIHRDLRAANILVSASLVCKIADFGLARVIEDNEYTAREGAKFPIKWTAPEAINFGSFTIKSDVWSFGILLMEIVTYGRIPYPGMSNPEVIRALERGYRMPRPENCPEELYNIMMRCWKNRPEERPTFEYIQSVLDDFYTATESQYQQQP
# TbHK1 inh – T. brucei hexokinase 1 inhibition | recombinant TbHK1, G6PDH-coupled NADH A340 | inhibition, % at 10 µM | actives 0.11% (n = 220,000);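 active = inhibition of 50% or more in the single-dose primary screen; inactive = inhibition below 50%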
# eIF4E 4G PPI – inhibitors of eIF4E and eIF4G interaction in translation initiation | P63073+Q04637 | inhibition, % at 21.7 µM | actives 0.37% (n = 220,000) | TR-FRET eIF4E-eIF4GI(517-606) binding, 2 h;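 active = inhibition above about 30%, limit read from the data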;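 note: 0% = full FRET control wells and 100% = background wells lacking eIF4GI fragment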
# * hit, by the source's call; . = not tested or not shown; & = joins results of further samples; [ ] = remark or other dose. These rows are one share of the data; count on the stated rates, not on these rows.
# Below each compound – 14-3-3 Bad PPI	EP2 mod	eIF4E 4G PPI	Hck-Nef inh	PGE2 EP2 inh	zVAD death inh	m-calpain inh	TbHK1 inh	Rad51 HR inh
CC(C)(C)C1CCc2c(sc(NC(=O)C3CC=CCC3C(=O)O)c2C#N)C1 (stereo not drawn)
 : 4	39	9	10	12	0.7	23	5	0
CCOC(=O)c1ccc(N/N=C/c2cc(Br)cc([N+](=O)[O-])c2O)cc1
 : -6	-84	0	29	6	0.7	-22	8	27
CCN1CCN(c2nc(S(=O)(=O)c3ccc(C)cc3)c(Cl)s2)CC1
 : -2	-12	-6	16	4	-1.4	-3	-2	2
CCC1(CC)NC(=O)N(CC(=O)Nc2ccc(S(=O)(=O)N3CCOCC3)cc2)C1=O
 : -13	15	2	1	4	2.5	-48	-4	3
CC1(C)CC(N2CCCC2)=CC(=[N+]2CCCC2)C1
 : 14	-1	-9	-4	4	.	20	-269	.
CC(C)C(C)NC(=O)CN1C(=O)NC2(CCCc3ccccc32)C1=O (stereo not drawn)
 : -17	4	-4	21	1	2.0	39	-3	-8
CC(C)NC(=O)CC1C(=O)NCCN1CC(c1ccccc1)c1ccccc1 (stereo not drawn)
 : 3	-4	3	4	6	0.5	18	-8	.
CCOc1ncccc1C(=O)OCc1ccc(C(=O)OC)o1
 : 5	33	1	2	13	0.1	-9	1	-11
O=C(NC1CCCC1)C1CCCN(S(=O)(=O)c2ccc(-n3cnnn3)cc2)C1 (stereo not drawn)
 : -17[fluorescence artefact?]	9	3	-4	4	4.0	-1	0	0
O=S(=O)(CCSc1ccc(C(F)(F)F)cn1)c1ccc(Cl)cc1
 : -10	-11	1	11	9	0.7	-7	-6	-2
CC(CCn1cccn1)NC(=O)c1cc(COc2ccc(F)cc2F)on1 (stereo not drawn)
 : -6	-53	-3	11	6	-0.1	-9	1	-72
Cc1nc2sc3c(c2c2nc(-c4ccco4)nn12)CCCC3
 : -6[fluorescence artefact?]	19	-9[fluorescence artefact?]	9	9	6.7	-13	-7	-3
Cc1ccc(CNC(=O)Cn2ccc3ccccc3c2=O)o1
 : 6	-4	-2[fluorescence artefact?]	2	16	-0.1	-42	-7	7
CCCc1cc(=O)[nH]c(Nc2ccc(O)cc2)n1
 : 13[fluorescence artefact?]	15	1[fluorescence artefact?]	-2	6	0.0	-28	-9	-3
CCOC(=O)C(C(C)=O)c1c(Br)c(O)c(O)c2c(C(=O)c3ccc(C)cc3)coc12 (stereo not drawn)
 : 25[fluorescence artefact?]	-53	6	3	23	11	-80	3	1
COc1cc(CNCCSc2nnnn2C)cc(Br)c1OCc1ccccc1
 : -5	-11	2	5	6	0.5	9	1	.
Cc1ccc(-c2nnn(CCC(=O)NC(C)(C)C)n2)cc1
 : -6	0	7[fluorescence artefact?]	-11	5	-0.7	21	-1	0
NC(=O)c1cccc2c(=O)oc3ccccc3c12
 : 1	11	-2	2	7	0.2	0	3	7
Nn1c(SCC(=O)Nc2ccc(Oc3ccccc3)cc2)nnc1C1CC1
 : -7	23	3	4	4	0.0	7	3	-5
N#CCn1c2ccccc2c2nc3ccccc3nc21
 : -3	20	1	24	12	55	-70	-13	3
CSc1nc(-c2ccccc2)[nH]c(=S)c1C(C)=O
 : 4[fluorescence artefact?]	16	3[fluorescence artefact?]	1	12	0.2	-4	-6	0
CC12CCC(C/C1=N\OC(=O)c1c(F)cccc1F)C2(C)C (stereo not drawn)
 : -1	26	1	-24	10	-0.5	25	1	0
CCOC(=O)C1C(c2ccc(O)c(OCC)c2)NC(=S)NC1(O)C(F)(F)F (stereo not drawn)
 : 2	14	4	0	19	-0.2	24	5	1
CC(C)NC(=O)CN1CCN(C(=O)CCl)CC1
 : 8	33	-2	24	4	1.4	-21	4	-1
Cc1cc(C)n(CC(O)Cn2c3ccccc3c3ccccc32)n1 (stereo not drawn)
 : 9	-10	-1	-18	2	2.2	-17	20	0
Cc1n[nH]c(=S)n(/N=C/c2ccccn2)c1=O
 : -4	14	0	1	10	0.8	6	-10	0
Cc1ccccc1OCC(=O)NCCC1=CCCCC1
 : 82*	7	6[fluorescence artefact?]	2	8	-0.6	9	-7	.
CCOC(=O)N1CCC(N2Cc3cccc(C(=O)N4CCN(C5CCCCC5)CC4)c3C2=O)CC1
 : 17	14	-3[fluorescence artefact?]	1	10	0.2	-10	-9	-1
COc1ccc(CN(C#N)c2nc(SC)nc(N(C)C)n2)cc1
 : 22[fluorescence artefact?]	-2	-18[fluorescence artefact?]	0	7	-0.5	10	-10	-3
Cc1cc(NC(=O)c2cc(S(=O)(=O)N3CCCCC3)ccc2C)n(-c2ccccn2)n1
 : -4	27	0	0	11	0.0	8	-7	4

# 3 entries from above, arranged by molecular weight, rising:
# Below each compound – 14-3-3 Bad PPI	EP2 mod	eIF4E 4G PPI	Hck-Nef inh	PGE2 EP2 inh	zVAD death inh	m-calpain inh	TbHK1 inh	Rad51 HR inh
Cc1cc(C)n(CC(O)Cn2c3ccccc3c3ccccc32)n1 (stereo not drawn)
 : 9	-10	-1	-18	2	2.2	-17	20	0
COc1ccc(CN(C#N)c2nc(SC)nc(N(C)C)n2)cc1
 : 22[fluorescence artefact?]	-2	-18[fluorescence artefact?]	0	7	-0.5	10	-10	-3
Cc1cc(NC(=O)c2cc(S(=O)(=O)N3CCCCC3)ccc2C)n(-c2ccccn2)n1
 : -4	27	0	0	11	0.0	8	-7	4

# The list goes on:
# Below each compound – 14-3-3 Bad PPI	EP2 mod	eIF4E 4G PPI	Hck-Nef inh	PGE2 EP2 inh	zVAD death inh	m-calpain inh	TbHK1 inh	Rad51 HR inh
Cc1ccc(NC(=O)CSc2n[nH]c(=O)n2C2CC2)cc1S(=O)(=O)N1CCOCC1
 : -21	14	0	3	10	1.1	3	35	4
CC(=O)NCC(=O)N(Cc1ccco1)C1(C(=O)NC2CCCC2)CCCCC1
 : -21	-24	3	35	3	1.6	24	-3	2
Cc1[nH]n(-c2ccc(Br)cc2)c(=O)c1C=Nc1ccc(S(=O)(=O)Nc2nccs2)cc1
 : 3	-12	4	5	6	-1.1	20	-7	-7
Cc1cc2nnc(SCC(=O)N3CCCCCC3)n2c(N)n1
 : 0	13&21	2	16	8&5	13	-30	-2	-2
CCC/C(O)=C1\C(=O)CC(C)(C)CC1=Nc1ccccc1O
 : -5	16	-1	25	10	21	-21	-6	-7
Cc1ccc(N(CC(O)CN2C(=O)NC(C)(C)C2=O)S(=O)(=O)c2ccc(C)cc2)cc1 (stereo not drawn)
 : -2	12	2	2	8	-0.5	13	0	-17
CSc1nc2ccc(NS(=O)(=O)c3ccc(Br)s3)cc2s1
 : 0	-59	3	10	13	0.2	13	-11	3
NCCCC[C@H]1CN=C(N)N1CCC12CC3CC(CC(C3)C1)C2
 : -1	0	-1	16	17	-0.6	30	2	1
COc1ccc(-c2nn(-c3ccccc3)cc2/C=N/Nc2ccc(Cl)c(C(=O)O)c2)cc1OC
 : -6	-14	-3	25	5	0.2	-308	8	.
COC(=O)c1sc2[nH]c(=S)n(N)c(=O)c2c1C
 : -19	78*	-6	19	12	1.0	-12	-28	-1
COc1ccc(-n2c(Cc3cc(=O)[nH]c(=O)[nH]3)nnc2SCC(=O)Nc2cc(C(F)(F)F)ccc2Cl)cc1
 : -15	22	2	-11	7	0.3	10	7	23
CCOC(=O)c1ccc(N=c2sc(C(=O)OC)cc(=O)n2Cc2ccco2)cc1
 : 11	-8	5	-2	10	-0.7	-71	-6	-5
CCOc1ccc(Cc2nnc(N)s2)cc1OCC
 : -5	12	1	0	8	0.2	-18	7	1
COc1ccc(-n2cnnc2SCc2ncc(-c3ccccc3)o2)cc1
 : -12	-23	-2	1	10	0.9	23	30	0
CCCS(=O)(=O)N1CCC(C(=O)NCCCN(CC)c2cccc(C)c2)CC1
 : 12	8	1	1	-12	-0.7	16	-3	3
COc1ccccc1NC(=O)N1CCC(c2nnc(SCC(N)=O)n2C)CC1
 : -10	27	-2	1	10	-0.1	-9	2	3
Cn1c(C(=O)NCc2cccs2)cc2c(=O)n(C)c3ccccc3c21
 : 13[fluorescence artefact?]	8	1[fluorescence artefact?]	0	10	4.6	-30	4	-1
COc1ccc(N(C(=O)Cn2nnc3ccccc32)C(C(=O)NCc2ccco2)c2ccc(C)o2)cc1 (stereo not drawn)
 : -14	34	18	-1	10	-0.3	17	-3	0
COc1ccccc1N1CC(C(=O)Nc2ccc(S(=O)(=O)N3CCOCC3)cc2)CC1=O (stereo not drawn)
 : -3	5	11	7	12	0.1	-25	0	-6
CC(=O)c1ccc(N2CCN(S(=O)(=O)c3ccccc3)CC2)c(F)c1
 : -9	-26	0	19	6	3.6	-26	-4	7
CN(C)C=NC(=O)c1ccc(N2CCN(c3ncc(C(F)(F)F)cc3Cl)CC2)cc1
 : -11	8	8	2	12	0.8	15	-17	6
Cc1ccc(NC(=O)c2nn(C34CC5CC(CC(C5)C3)C4)cc2[N+](=O)[O-])cc1
 : -11	34	-1	0	3	0.9	-15	9	-5
O=S(=O)(c1ccc(Cl)cc1)N1CCN(c2nc(-c3cccs3)nc3ccccc23)CC1
 : -10	27	14	6	6	0.8	-53	-14	4
Cc1c(Cl)ccc2c(C(=O)NCCN3CCCCC3)cc(-c3ccccn3)nc12
 : 6	-27	-1	-19	15	35	-5	0	31
Cc1ncsc1C(=O)O
 : -6	8	-2	23	7	1.9	1	2	0
C=CCNC(=O)CNS(=O)(=O)c1ccc(F)cc1
 : 4	0	10	8	8	-0.8	22	0	4
O=C(O)CSc1ccccc1C(=O)O
 : -2	11&13	1	3	12&11	0.6	-21	-2	-4
COc1cc(NC(=O)CN2C(=O)C(c3ccccc3)=NC23CCCCCC3)cc(OC)c1
 : 2	-20	-8	3	5	2.6	19	2	-4
CC(C)c1ccc(C2=C(O)c3ccccc3C(=O)C2=O)cc1
 : 4[fluorescence artefact?]	-22	8[fluorescence artefact?]	5	8	-0.6	-12	-3	.

# Reformatted: results already given
SMILES,14-3-3 Bad PPI,EP2 mod,eIF4E 4G PPI,Hck-Nef inh,PGE2 EP2 inh,zVAD death inh,m-calpain inh,TbHK1 inh,Rad51 HR inh
COc1ccc(N(C(=O)Cn2nnc3ccccc32)C(C(=O)NCc2ccco2)c2ccc(C)o2)cc1 (stereo not drawn),-14,34,18,-1,10,-0.3,17,-3,0
COc1ccccc1N1CC(C(=O)Nc2ccc(S(=O)(=O)N3CCOCC3)cc2)CC1=O (stereo not drawn),-3,5,11,7,12,0.1,-25,0,-6
CC(=O)c1ccc(N2CCN(S(=O)(=O)c3ccccc3)CC2)c(F)c1,-9,-26,0,19,6,3.6,-26,-4,7
CN(C)C=NC(=O)c1ccc(N2CCN(c3ncc(C(F)(F)F)cc3Cl)CC2)cc1,-11,8,8,2,12,0.8,15,-17,6
Cc1ccc(NC(=O)c2nn(C34CC5CC(CC(C5)C3)C4)cc2[N+](=O)[O-])cc1,-11,34,-1,0,3,0.9,-15,9,-5
O=S(=O)(c1ccc(Cl)cc1)N1CCN(c2nc(-c3cccs3)nc3ccccc23)CC1,-10,27,14,6,6,0.8,-53,-14,4
Cc1c(Cl)ccc2c(C(=O)NCCN3CCCCC3)cc(-c3ccccn3)nc12,6,-27,-1,-19,15,35,-5,0,31
Cc1ncsc1C(=O)O,-6,8,-2,23,7,1.9,1,2,0
C=CCNC(=O)CNS(=O)(=O)c1ccc(F)cc1,4,0,10,8,8,-0.8,22,0,4
O=C(O)CSc1ccccc1C(=O)O,-2,11&13,1,3,12&11,0.6,-21,-2,-4
COc1cc(NC(=O)CN2C(=O)C(c3ccccc3)=NC23CCCCCC3)cc(OC)c1,2,-20,-8,3,5,2.6,19,2,-4
CC(C)c1ccc(C2=C(O)c3ccccc3C(=O)C2=O)cc1,4[fluorescence artefact?],-22,8[fluorescence artefact?],5,8,-0.6,-12,-3,.
